# proKLK7 act: activates the human kallikrein-7 zymogen | actives 0.9% (n = 370,000) | activation, % at 7 µM | P49862 | purified proKLK7, EDANS-DABCYL substrate fluorescence; 100% is mature enzyme control, 0% vehicle;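 active = activation above the mean of all tested compounds plus 3 SD, computed per campaign excluding outliers beyond control limits, cut at about 13% in these data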
# Target sequence (P49862 whole entry, looked up): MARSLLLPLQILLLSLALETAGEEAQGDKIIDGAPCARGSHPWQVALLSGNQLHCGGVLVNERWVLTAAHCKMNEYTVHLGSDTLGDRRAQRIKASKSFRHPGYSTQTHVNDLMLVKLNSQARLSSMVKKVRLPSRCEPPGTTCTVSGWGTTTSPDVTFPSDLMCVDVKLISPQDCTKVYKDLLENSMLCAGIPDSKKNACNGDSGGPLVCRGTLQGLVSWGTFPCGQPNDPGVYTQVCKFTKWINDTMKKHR
# NPR2 activator: GC-B (human) receptor activation; P20594; HEK293-GC-B cells, CNP EC30, cGMP TR-FRET; 0% at EC30 CNP, 100% saturating CNP; activation, % at 10 µM; actives 0.11% (n = 370,000); AID 1920062;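 active = activation at 10 µM reaching about 35% in either raw or pattern-adjusted values, limit read from the data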
# NPR1 activator: GC-A (human) enzyme activation | P16066 | HEK293 GC-A cells, cGMP TR-FRET, EC30 ANP; 0% at EC30 ANP, 100% saturating ANP | activation, % at 10 µM | actives 0.14% (n = 370,000) | AID 1671463; in the data active = activation above about 40%
# DAX1 inh-1: inhibits human nuclear receptor DAX1 | HEK293 Gal4-DAX1 luciferase reporter, luminescence | AID 504766 | inhibition, % at 6.75 µM | actives 0.99% (n = 340,000) | P51843;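 active = inhibition above the mean over all tested compounds plus 3 SD, cut at about 4.2% in these data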;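 also: 0% = DAX1-transfected cells with DMSO and 100% = empty-vector control cells with DMSO; inhibition shows as a rise in luminescence from relieved DAX1 repression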
# Target sequence (P51843 207-470 limits assumed): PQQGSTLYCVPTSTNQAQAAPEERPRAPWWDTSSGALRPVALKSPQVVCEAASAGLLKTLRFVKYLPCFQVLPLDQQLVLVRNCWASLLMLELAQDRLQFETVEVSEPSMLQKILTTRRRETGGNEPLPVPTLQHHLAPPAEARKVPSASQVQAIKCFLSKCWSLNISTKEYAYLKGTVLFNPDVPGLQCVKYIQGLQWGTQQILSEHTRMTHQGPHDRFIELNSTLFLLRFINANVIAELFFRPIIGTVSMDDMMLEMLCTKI
# GAA850 FXN act: activators of GAA850 frataxin (FXN) promoter. HEK293 lucGAA850 FXN promoter luciferase reporter, 24 h; percent of 10 µM SAHA response. activation, % at 6 µM. actives 0.56% (n = 360,000);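 active = activation above the average of all compounds screened plus 3 SD, cutoff fixed separately per campaign, cut at about 7.5% in these data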;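 also: 0% = DMSO wells and 100% = 10 µM SAHA wells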
# hcDAF-12 act: activators of H. contortus DAF-12 nuclear receptor; HEK293 hcDAF-12 lit1-tk-luc reporter, luminescence; 0% DMSO, 100% Δ7-dafachronic acid; activation, % at 6.8 µM; actives 1.4% (n = 370,000);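 active = activation above the mean of all tested compounds plus 3 SD, cut at about 5.5% in these data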;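 also: 100% = response to 3 µM Δ7-dafachronic acid high control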
# ssDAF-12 act: activates DAF-12 receptor from parasite S. stercoralis; actives 1% (n = 370,000); HEK293 ssDAF-12/GRIP1 lit1-tk-luc reporter, luminescence; % of 3 µM dafachronic acid response; activation, % at 6.8 µM; AID 652126;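 active = activation above the mean over all tested compounds plus 3 SD, cut at about 0.9% in these data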;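 also: 0% = DMSO-only wells and 100% = 3 µM delta7-dafachronic acid wells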
# DAX1 inh-2: DAX1 (NR0B1) inhibition, primary screen; AID 652010; HEK293T StAR-luciferase reporter, SF-1/DAX-1 repression relief; inhibition, % at 6.8 µM; actives 1.1% (n = 370,000);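 active = inhibition above the mean over all tested compounds plus 3 SD, cut at about 3.6% in these data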;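 also: 0% = DAX-1 cells with DMSO and 100% = cells lacking DAX-1 with DMSO; higher inhibition means more luminescence from relief of DAX-1 repression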
# hgDAF12 agonist: activates the H. glycines DAF-12 receptor ligand-binding domain. HEK293 GAL4-hgDAF12 UAS-luciferase reporter, agonist luminescence; normalized to butyrate control. activation, % at 6.8 µM. actives 1.8% (n = 370,000);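 active = activation above a cutoff set at the mean of all screened compounds plus 3 SD, cut at about 10% in these data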;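 also: 0% = DMSO wells and 100% = sodium butyrate wells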
# HGIII-sPLA2 inh: Blocks human group III sPLA2 activity | Q9NZ20 | QFRET BODIPY PC-A2 liposome hydrolysis, fluorescence | inhibition, % at 12.2 µM | actives 0.56% (n = 370,000) | AID 743126;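 active = inhibition above mean plus 3 SD of compounds lying within the high and low control bounds, cut at about 19% in these data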;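 also: 0% = median of test compound wells and 100% = no enzyme DMSO wells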
# Target sequence (Q9NZ20 whole entry, looked up): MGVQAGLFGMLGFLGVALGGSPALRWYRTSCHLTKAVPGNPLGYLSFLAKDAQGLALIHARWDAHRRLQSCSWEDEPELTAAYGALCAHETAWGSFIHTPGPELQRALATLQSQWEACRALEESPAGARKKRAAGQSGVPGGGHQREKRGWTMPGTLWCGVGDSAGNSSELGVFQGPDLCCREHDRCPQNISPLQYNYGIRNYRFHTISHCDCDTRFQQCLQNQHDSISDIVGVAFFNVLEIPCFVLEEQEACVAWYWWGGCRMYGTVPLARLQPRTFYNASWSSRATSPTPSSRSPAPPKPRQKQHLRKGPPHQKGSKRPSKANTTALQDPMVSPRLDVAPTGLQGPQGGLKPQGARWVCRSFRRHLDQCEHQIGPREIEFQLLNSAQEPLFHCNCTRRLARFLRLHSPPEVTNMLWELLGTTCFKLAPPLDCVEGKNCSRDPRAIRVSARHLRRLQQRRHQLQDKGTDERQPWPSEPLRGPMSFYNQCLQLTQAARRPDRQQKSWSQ
# SMARCA2 act: SMARCA2 function activation, primary screen; MG213 cells, MMTV-luciferase reporter, dexamethasone, overnight; activation, % at 9.1 µM; actives 1% (n = 370,000); in the data active = activation above about 7.8%;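 also: 0% = vehicle wells and 100% = reference activator wells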
# * marks the source's active call; other numbers are inactive results; · = no result given. An unsorted share of the library; overall some 6.7% were active at least once.
SMILES,proKLK7 act,NPR2 activator,NPR1 activator,DAX1 inh-1,GAA850 FXN act,hcDAF-12 act,ssDAF-12 act,DAX1 inh-2,hgDAF12 agonist,HGIII-sPLA2 inh,SMARCA2 act
C/C(=N\NC(=O)C(=O)Nc1cccc(Cl)c1C)c1ccncc1,-0.4,-8,1,-0.6,0.7,-1.8,-1.3,0.0,-1.7,2,7
CCC(C)(C)NC(=O)C(c1ccc(F)cc1)N(Cc1ccco1)C(=O)c1snc(C(N)=O)c1N (stereo unspecified),-3.9,0,-9,0.9,-0.5,0.1,-1.5,-0.5,-2.8,3,-1
COC(=O)CNC(=O)Cn1cnc2sc(C)c(S(=O)(=O)N3CCC(C)CC3)c2c1=O,-0.4,-5,7,0.9,-1.4,-1.5,0.0,-0.3,0.7,3,0
C=CCOc1nc2sc(C)c(C)c2c(=O)n1-c1ccccc1,-0.6,3,1,-0.1,0.5,-2.2,-1.6,-0.3,-3.0,5,-3
Cc1ccc(S(=O)(=O)N2CCCCC2)cc1NC(=O)CN1C(=O)c2ccccc2S1(=O)=O,0.3,-3,-2,0.3,-1.6,-2.2,-0.9,-0.3,0.2,-4,0
COc1ccc(C2Nc3ccccc3C(=O)N2NC(C)=O)c(OC)c1 (stereo unspecified),21*,1,0,0.6,-1.1,1.3,-1.7,0.2,1.2,0,-2
Cc1cc(=O)oc(C)c1C(=O)N1CCN(c2ccc(F)cc2)CC1,0.2,-1,-2,0.0,-2.7,-0.2,-0.9,-0.1,-2.6,1,-1
Cc1cc(C)n2nc(SCCOc3ccc(F)cc3)nc2n1,-0.3,-3,-1,-0.5,3.7,-1.8,-0.6,0.7,0.8,1,-1
CN(C)/C=C/C(=O)C(F)(F)F,0.1,0,2,3.3,2.6,-2.0,-1.9,-0.9,-2.2,4,-2
COc1cccc(NC(=O)COC(=O)c2ccc(F)cc2F)c1,-0.3,3,0,-0.2,1.3,-1.1,-0.5,0.2,-2.0,-2,0
CCOC(=O)COc1cc(OCC(=O)OCC)c2c3c(c(=O)oc2c1)CCCC3,1.9,13,13,0.2,-1.2,-0.1,-0.5,-1.0,1.1,-4,1
CC1CS(=O)(=O)CCN1N=Cc1ccc([N+](=O)[O-])o1 (stereo unspecified),-0.2,0,-4,0.6,-0.1,-1.1,-1.7,-1.3,-0.3,-4,2
Cc1occc(=O)c1OCc1c(F)cccc1Cl,0.8,3,-4,0.5,0.5,0.3,-1.3,0.1,-0.1,4,-1
CCn1c(=N)n(CC(=O)c2ccc(Cl)c(Cl)c2)c2ccccc21,-0.9,-5,-14,1.8,0.8,9.5*,0.7,1.1,7.5,0,3
CC1=C(C)C(c2ccccc2)NC(=S)N1 (stereo unspecified),0.1,1,-1,0.7,1.9,3.0,-0.5,-0.1,1.3,13,-3
Cc1cc(C(=O)CC#N)c(C)n1-c1c(C)n(C)n(-c2ccccc2)c1=O,0.2,2,2,0.0,2.5,-0.9,-1.3,-0.7,-0.1,-2,-1
COc1cc(COc2ccc3c(C)c(CCC(=O)O)c(=O)oc3c2)cc(OC)c1OC,-1.6,0,-3,1.6,0.0,2.0,-1.2,0.8,1.0,-2,0
CCOC(=O)c1ccc(NC(=S)Nc2ccc3[nH]c(=O)[nH]c3c2)cc1,0.2,-2,1,0.3,0.6,-2.5,-1.6,0.4,-0.7,9,-3
COc1ccc(CCC(N)=O)cc1OC,-0.1,9,3,0.0,0.2,-0.7,-1.4,0.4,0.3,0,2
c1cc(-c2nn[nH]n2)ccc1CN1CCCCC1,0.3,3,1,-0.7,-1.8,-1.2,-1.3,-0.5,0.3,8,-1
COc1cccc(C(c2c(NC(=O)c3ccccc3)sc(C)c2C)N2CCN(C)CC2)c1 (stereo unspecified),2.2,-28,-24,-1.0,-2.9,0.3,-0.7,0.0,-0.9,-12,2
C=CCC[C@H](Cc1ccc(F)cc1)C(=O)OC[C@H](Cc1c[nH]c2ccccc12)NC(=O)[C@H](CC=C)CC(=O)NCCO,-0.1,-6,-1,-1.2,-2.5,-2.5,-1.5,-0.8,-3.5,-86,-1
CC(=O)Oc1ccc(Cn2cnc3cc4ccccc4cc32)cc1,0.1,0,5,0.2,1.0,-0.4,-0.5,-0.4,-1.2,-31,-2
Cc1ccccc1NC(=O)Cc1nc(COC(=O)Cc2cccc(C(F)(F)F)c2)cs1,0.2,0,-3,0.1,2.5,0.9,-0.4,0.0,1.7,-73,-1
COc1ccccc1NC(=O)Nc1nc(C(N)C(C)C)cs1 (stereo unspecified),0.1,8,-2,·,-2.2,-1.9,-0.8,0.8,0.2,4,2
Cc1nnc(N(C)C(=O)c2ccc3c(c2)OCO3)s1,-0.6,6,-3,-0.2,1.4,0.2,-1.5,0.1,2.5,5,-2
CCOC(=O)C1=CCN(S(=O)(=O)c2ccccc2Br)C1c1ccccc1 (stereo unspecified),-0.3,-10,-8,·,·,-3.2,-1.3,-1.2,-0.7,6,3
O=C1c2ccccc2C(Nc2cccnc2)N1Cc1ccccc1Cl (stereo unspecified),0.7,-11,-12,0.2,-1.7,-2.6,-1.1,1.3,-2.0,0,-1
CC1(C)C2CCC(C2)C1(C)NC(=O)CN1CCCC1 (stereo unspecified),-0.3,0,-2,0.2,2.4,-0.6,0.4,-0.1,-0.2,5,-2
Cc1ccc(CN(C)C(=O)c2cc(S(=O)(=O)N3CCOCC3)ccc2F)o1,0.4,6,0,-0.5,0.0,-1.1,-1.4,0.2,-1.2,3,-3
CCC(C)C(CO)NCCCn1ccc(NC(=O)OCc2ccccc2)nc1=O (stereo unspecified),0.1,3,3,0.1,0.9,-2.5,-0.4,0.2,1.4,4,3
O=C1c2cccnc2C(=O)N1Cc1ccc(S(=O)(=O)N2CCN(c3ccc(Cl)cc3)CC2)cc1,0.5,0,3,-0.5,0.9,-0.9,-1.1,-0.2,0.2,1,-3
Cc1ccc(S(=O)(=O)Nc2nc(CN3CCOCC3)nc3sc(C(=O)O)c(C)c23)cc1,-0.4,4,2,1.3,-0.7,0.6,-0.5,-0.4,-3.2,1,-3
COc1ccc(NS(=O)(=O)c2ccc3c(c2)CCN3C(=O)CCC(=O)O)cc1OC,-0.5,1,1,1.4,1.3,0.0,-0.2,-0.4,-2.0,0,3
COc1cccc(C(NC(C)=O)c2nc(-c3cccc(O)c3)cs2)c1 (stereo unspecified),0.7,-1,-4,·,-0.7,-0.4,-0.9,-0.6,2.5,-13,0
COc1ccccc1N1CCN(C(=O)C(=O)c2cccc([N+](=O)[O-])c2)CC1,-0.3,4,3,·,·,-1.9,-0.7,0.7,-0.9,1,-3
O=C(CSc1nc2ccccc2n1CC(=O)N1CCCC1)NCc1ccc2c(c1)OCO2,0.2,-4,0,-0.3,-0.7,-1.9,-1.2,-0.2,-0.1,2,-1
O=C(Nc1ccncc1)c1ccc2ncsc2c1,-0.3,-2,2,-0.2,0.0,0.2,-1.1,-0.8,3.0,-1,-1
CN(CC(=O)Nc1ccc(N2CCOCC2)cc1)CC(=O)Nc1ccc(N2CCOCC2)cc1,0.0,-8,-4,1.1,0.3,-1.9,-1.4,-1.3,1.2,4,-4
O=S(NC1CCCCC1)C12CC3CC(CC(C3)C1)C2 (stereo unspecified),-0.1,1,8,0.0,-1.9,-2.1,-1.8,-1.1,-1.8,-3,0
Cc1ccc(-n2c(-c3c(-c4ccccc4)noc3C)n[nH]c2=S)cc1,-0.1,8,-1,-0.4,-2.7,-1.8,-0.9,-0.3,-0.4,5,-4
c1ccc(-c2ccc(-c3ccccn3)s2)nc1,15*,-4,-2,4.7*,3.6,15*,3.8*,2.2,13*,4,7
O=C(Nc1ccccc1F)c1ccc(CN2CCN(c3ccccc3)CC2)cc1,0.3,-1,-1,-1.5,0.6,-2.5,-1.7,-1.0,-4.9,2,-1
O=C(COC(=O)c1cc(=O)[nH]c(=O)[nH]1)NCc1ccccc1,-0.7,2,1,-0.4,0.1,0.8,-1.7,-0.1,-2.2,-5,-3
C#CCOc1nc(C)cc(C)c1S(=O)(=O)c1ccccc1C,0.4,-1,-7,-1.1,2.2,-1.9,-1.4,-0.1,-2.5,-5,1
CCOC(=O)c1sc(C)c2c(=O)n(Cc3ccc(Cl)cc3)cnc12,0.2,1,6,0.3,0.4,-1.2,-1.1,0.7,1.9,2,2
CS(=O)(=O)N1CCN(C(=O)c2cc(-c3ccncc3)nc3ccc(Cl)cc23)CC1,0.4,2,-5,0.6,-3.6,-1.7,-1.0,-1.3,-2.3,6,2
O=C1CCSc2ccc(Cl)cc2N1Cc1cccc(Cl)c1,0.3,-13,-16,0.7,2.6,0.2,-1.2,-0.3,-3.3,5,-2
Cc1cccc(C(=O)NCN2CCN(c3ccccc3C#N)CC2)c1,0.5,-2,-11,1.3,-0.6,-2.0,-1.4,0.8,-1.8,8,-2
O=C(NCCc1ccc(Cl)cc1)C1CCC(=O)N1Cc1ccc(F)cc1 (stereo unspecified),0.0,-4,-3,0.5,-1.1,-1.8,-0.9,0.1,-0.1,7,-2
CC[C@]12c3[nH]c4cc(CCC(=O)N(C)C)ccc4c3CCN1C(=O)[C@@H](CC(=O)NCCCOC)C[C@@H]2C(=O)N1CCN(C(=O)c2ccco2)CC1,-0.4,0,2,-0.6,0.8,1.4,-0.4,1.0,1.6,4,-2
C=CC[C@@H](CC(=O)N(CCO)Cc1ccccc1)C(=O)N[C@H](COC(=O)[C@@H](CC=C)CC(=O)OC(C)(C)C)Cc1c[nH]c2ccccc12,-0.1,-13,-13,1.0,-6.9,-2.8,-1.5,0.1,-0.6,-90,1
Nc1nonc1-n1nnc(C(=O)N/N=C/c2ccccc2)c1CSc1ccc(Cl)cc1,0.4,2,-4,0.2,1.9,1.2,-0.8,-0.2,-1.4,7,-4
CCOC(=O)[C@@]12CN(C(=O)OC(C)(C)C)CC=C1N(Cc1ccc(OC)cc1)C(=O)[C@H]2CC(=O)NCc1cccc2ccccc12,0.1,-2,2,·,·,-2.8,-1.2,-0.1,-2.9,-7,-3
CCOC(=O)/C=C1\CN(CCC(C)C)S(=O)(=O)c2ccccc21,0.6,-2,0,-1.2,1.7,-0.3,-1.3,-0.6,0.3,-6,-1

# 2 entries from above, bar-delimited.
smiles | proKLK7 act | NPR2 activator | NPR1 activator | DAX1 inh-1 | GAA850 FXN act | hcDAF-12 act | ssDAF-12 act | DAX1 inh-2 | hgDAF12 agonist | HGIII-sPLA2 inh | SMARCA2 act
C#CCOc1nc(C)cc(C)c1S(=O)(=O)c1ccccc1C | 0.4 | -1 | -7 | -1.1 | 2.2 | -1.9 | -1.4 | -0.1 | -2.5 | -5 | 1
CCOC(=O)c1sc(C)c2c(=O)n(Cc3ccc(Cl)cc3)cnc12 | 0.2 | 1 | 6 | 0.3 | 0.4 | -1.2 | -1.1 | 0.7 | 1.9 | 2 | 2

# Screening data deposited in PubChem BioAssay by several laboratories.
